CASP6 VEID inh: human caspase-6 inhibitors, primary screen, biochemical, VEID-R110 fluorescence, single point, set 2 | actives 0.53% (n = 350,000) | inhibition, % at 12.5 µM | AID 686996, 2013 | P55212 | purified caspase-6, Z-VEID-R110 cleavage fluorescence;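 active = mean inhibition across replicates at least about 35%, with every replicate also reaching that limit, limit read from the data; inconclusive = only one of the two criteria met; inactive = neither criterion met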;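 also: 0% = median of neutral control wells and 100% = no fluorescence left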
Target sequence (P55212 24-179 limits assumed): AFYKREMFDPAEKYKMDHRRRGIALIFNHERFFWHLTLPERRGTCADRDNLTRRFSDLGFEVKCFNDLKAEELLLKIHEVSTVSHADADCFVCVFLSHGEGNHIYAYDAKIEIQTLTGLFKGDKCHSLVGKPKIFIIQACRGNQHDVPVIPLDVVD
Target sequence (P55212 194-293 limits assumed): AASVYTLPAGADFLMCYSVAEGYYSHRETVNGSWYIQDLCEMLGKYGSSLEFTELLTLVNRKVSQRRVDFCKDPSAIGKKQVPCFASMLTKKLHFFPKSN
miR-122 sensor: miR-122 Renilla sensor signal increase in Huh7, primary screen, miR-122 inhibitor project, cell-based, single point, plate reader. Huh7 miR-122 Renilla luciferase sensor, 48 h; neutral wells = 0, positive control = 100. activation (reporter increase), % at 12.5 µM. actives 0.3% (n = 340,000). AID 602342, 2012;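 active = mean replicate activation score at least 90 and every replicate individually at or above 90; inconclusive = only one of the two criteria met; inactive = neither criterion met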;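 also: higher luciferase means less miR-122 activity so hits act as miR-122 inhibitors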
ERAP1 HTS inh: human ERAP1 aminopeptidase inhibitors, primary screen, biochemical, single point, plate reader | recombinant ERAP1, Leu-AMC fluorescence, 60 min | inhibition, % at 10.7 µM | actives 0.15% (n = 340,000);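 active = mean replicate inhibition of at least 30%, or all replicates individually reaching that 30% level; inactive = mean below 30% and not every replicate reaching it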;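 also: 0% = neutral control wells and 100% = L-leucinethiol positive control wells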
ERp5 inh: inhibitors of ERp5-driven insulin aggregation, primary screen, biochemical, turbidity, absorbance 650 nm, single point | Protein disulfide-isomerase A6 (Homo sapiens), Q15084 | 90 min | inhibition, % at 9.99 µM | actives 0.05% (n = 350,000) | AID 651711, 2012;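 active = mean replicate inhibition above about 25%, with every replicate also reaching it, limit read from the data, passing the limit was not always enough; inconclusive = only one of those two criteria met; inactive = neither criterion met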
Target sequence (Q15084 whole entry, looked up): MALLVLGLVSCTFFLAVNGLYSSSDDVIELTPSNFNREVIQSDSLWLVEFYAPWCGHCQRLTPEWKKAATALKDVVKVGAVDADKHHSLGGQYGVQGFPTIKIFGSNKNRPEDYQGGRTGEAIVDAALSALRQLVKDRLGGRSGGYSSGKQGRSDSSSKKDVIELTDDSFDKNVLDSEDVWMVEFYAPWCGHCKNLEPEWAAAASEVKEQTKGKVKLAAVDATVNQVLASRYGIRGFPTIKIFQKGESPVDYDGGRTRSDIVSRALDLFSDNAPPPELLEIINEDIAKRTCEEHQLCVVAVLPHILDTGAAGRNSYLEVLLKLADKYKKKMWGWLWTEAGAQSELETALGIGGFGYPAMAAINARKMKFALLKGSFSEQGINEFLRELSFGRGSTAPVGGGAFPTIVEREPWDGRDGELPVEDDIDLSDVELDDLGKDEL
DENV2 CPE: inhibitors of DENV2 cytopathic effect, primary screen, cell-based, plate reader, single concentration; DENV2-infected cells, cytopathic effect rescue; CPE inhibition, % at 9.99 µM; actives 1.7% (n = 350,000); in the data active = CPE inhibition above about 20%, passing the limit was not always enough; inconclusive = no clear call, values can overlap the other calls; tested in BHK-21 cells;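 also: 0% = median of neutral control wells and 100% = median of positive control wells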
F508del corr: F508del CFTR correction, initial screen, CFBE line, single point; actives 0.36% (n = 350,000); CFBE cells, YFP halide quenching; stimulated with forskolin plus potentiator P3; % fluorescence drop versus neutral controls; activity (quench increase), % at 7.58 µM;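 active = mean added fluorescence quench of at least 8% versus neutral control, with both replicates also reaching 8%; inconclusive = only one of the mean or replicate conditions met; inactive = mean below 8% and not both replicates reaching 8%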;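 also: cells transiently co-express mutant CFTR-F508del with the halide-sensitive YFP; corrector assay measuring rescue of mutant channel to the surface after 24 h compound exposure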
SIRT5 inh: SIRT5 desuccinylase inhibitors, primary screen, biochemical, fluorescence imaging, single point, set 5; NAD-dependent protein deacylase sirtuin-5, mitochondrial (Homo sapiens), Q9NXA8; inhibition, % at 15 µM; actives 1.1% (n = 330,000); AID 652115, 2013; Purified SirT5, succinyl-peptide AMC, trypsin-coupled fluorescence; in the data active = inhibition above about 15%; inconclusive = no clear call, values can overlap the other calls
Target sequence (Q9NXA8 whole entry, looked up): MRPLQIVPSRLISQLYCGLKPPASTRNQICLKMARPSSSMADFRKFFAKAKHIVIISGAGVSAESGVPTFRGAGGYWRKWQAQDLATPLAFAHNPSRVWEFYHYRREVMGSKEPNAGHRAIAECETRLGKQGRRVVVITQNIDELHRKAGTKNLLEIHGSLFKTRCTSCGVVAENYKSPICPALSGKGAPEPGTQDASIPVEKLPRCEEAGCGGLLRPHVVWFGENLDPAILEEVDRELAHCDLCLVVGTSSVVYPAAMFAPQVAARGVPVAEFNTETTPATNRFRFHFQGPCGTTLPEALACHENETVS
Starred values were filed as active, the others as inactive; ? = inconclusive; nt = not tested or not shown; [ ] = another dose, or the depositor's remark.

nr | molecule | CASP6 VEID inh | miR-122 sensor | ERAP1 HTS inh | ERp5 inh
1 | COC(=O)[C@H](CC(C)C)NC(=O)CC[C@H]1O[C@@H](n2cc(C)c(=O)[nH]c2=O)C[C@@H]1O | 11 | 1 | -3 | 0
2 | CC1CCN(S(=O)(=O)c2ccc3ncn(CC(=O)N(C)C4CCCCC4)c(=O)c3c2)CC1 | 2 | -5 | -1 | -2
3 | Cc1ccccc1NS(=O)(=O)c1ccc(C(=O)NCC(c2ccco2)N2CCCCC2)cc1 (configuration not stated) | -6 | nt | 0 | -4
4 | CCCNC(=O)N(C)C[C@@H]1Oc2ncc(C#CCC(C)C)cc2C(=O)N([C@@H](C)CO)C[C@H]1C | -2 | -4[16.7 µM] | -3 | 0
5 | COc1ccc(NC(=O)N(C)C[C@H]2OCCCC[C@@H](C)Oc3ccc(NC(=O)C4CCCCC4)cc3C(=O)N([C@@H](C)CO)C[C@@H]2C)cc1 | 0 | 10[16.7 µM] | 1 | 3
6 | O=C(C[C@H]1C[C@@H]2c3cc(NC(=O)c4cccnc4)ccc3O[C@@H]2[C@@H](CO)O1)NCc1ccccn1 | 2 | 5[16.7 µM] | 1 | 0
7 | COc1ccc(-c2ccc([C@H]3[C@@H](CO)N4CCCCN(S(=O)(=O)c5cccs5)C[C@@H]34)cc2)cc1 | -5 | 1[16.7 µM] | 2 | 1
8 | COc1ccccc1NC(=O)Cn1nnc(C(=O)NCc2ccc3c(c2)OCO3)c1N | -2 | -3 | -4 | 1
9 | CNS(=O)(=O)c1cccc(C(=O)OCC(=O)N(Cc2ccccc2)C(C)(C)C)c1 | 3 | 14 | 10 | 2
10 | COc1cccc(C(=O)Nc2ccc3c(c2)C(=O)N(C)[C@@H]2CC[C@H](CC(=O)N[C@H](C)c4ccccc4)O[C@H]2CO3)c1 | 0 | 17[16.7 µM] | -2 | 4
11 | COC(=O)c1ccccc1NC1OC(=O)c2ccccc21 (configuration not stated) | 1 | 0 | 0 | -6
12 | C[C@@H]1CN([C@@H](C)CO)C(=O)c2cc(NC(=O)Nc3cccc4ccccc34)ccc2O[C@H]1CN(C)S(=O)(=O)c1ccc(F)cc1 | 2 | -4[16.7 µM] | 2 | -11
13 | COc1ccc(-c2cc(C(=O)NCCCN3CCOCC3)no2)cc1 | 6 | -3 | 0 | 2
14 | C[C@H]1CCCCO[C@H](CN(C)Cc2ccncc2)[C@@H](C)CN([C@@H](C)CO)C(=O)c2cc(NC(=O)Nc3ccc(C(F)(F)F)cc3)ccc2O1 | -1 | -9[16.7 µM] | -1 | 2
15 | O=C(Nc1ccccc1F)N[C@H]1CC[C@H](CCNS(=O)(=O)c2ccc(F)cc2)O[C@@H]1CO | -1 | nt | 2 | -2

nr | DENV2 CPE | F508del corr | SIRT5 inh
1 | 70* | -2.9 | 1
2 | 3 | -1.1 | -2
3 | -10 | 0.6 | -2
4 | -6 | -3.0 | -4
5 | -8 | -0.4 | -1
6 | -5 | -0.9 | 5
7 | 22* | 3.7 | 6
8 | 1 | 0.9 | 0
9 | 17 | -2.4 | 3
10 | 2 | 0.2 | 2
11 | nt | nt | -4
12 | 11 | 1.2 | 8
13 | 3 | -2.1 | 14
14 | -3 | 1.5 | 6
15 | -4 | -0.8 | 6

Other structures
nr | molecule | CASP6 VEID inh | miR-122 sensor | ERAP1 HTS inh | ERp5 inh
16 | CCCCn1c(N)c(N(CC(C)C)C(=O)CC(NC(=O)c2ccccc2Cl)c2ccccc2)c(=O)[nH]c1=O (configuration not stated) | -1 | 1 | 1 | 10
17 | Cc1ccn2c(=O)nc(SCC(=O)NCc3ccccc3Cl)nc2c1 | 0 | nt | -2 | 1
18 | O=C(CCC1CCCN(C(=O)Cc2ccc(F)cc2)C1)N1CCN(c2ccccn2)CC1 (configuration not stated) | 0 | nt | -2 | 2
19 | O=C(COC(=O)c1cc2ccccc2cc1O)c1ccccc1 | 3 | nt | 2 | -3
20 | CC1CN(CCOCCOc2ccccc2-c2ccccc2)CC(C)O1 (configuration not stated) | 0 | -7 | 0 | -8
21 | N#CC1=C(N)Oc2cc(O)c(Cl)cc2C1c1cccnc1 (configuration not stated) | 2 | 12 | 11 | 2
22 | CN1[C@@H]2c3ccc(C4=CCCC4)c(=O)n3C[C@@H]2[C@@H](CO)[C@@H]1C(=O)NCc1ccccc1F | -3 | nt | 4 | -2
23 | CSc1cc(-c2ccc(Cl)cc2)[nH]c(=O)c1C#N | 1 | nt | 1 | -1
24 | c1ccc(OCc2cc(-c3ccccc3)no2)cc1 | 3 | nt | 3 | -6
25 | O=C(C1CCOCC1)N1[C@H](CO)[C@@H](c2ccccc2)C12CN(Cc1cccnc1)C2 | 0 | nt | 8 | 3
26 | Cc1noc(C)c1NC(=O)N(C)C[C@@H]1Oc2ccc(NS(=O)(=O)c3cccs3)cc2CC(=O)N([C@@H](C)CO)C[C@@H]1C | nt | 0[16.7 µM] | nt | nt
27 | Cc1cc(NC(=O)C2CCN(S(=O)(=O)c3c(C)noc3C)CC2)ccc1Br | 0 | 2 | 2 | 2
28 | COC(=O)c1ccc(CNC(=O)c2ccc3c(c2)OCCO3)cc1 | -4 | 5 | 0 | 2
29 | Cc1nonc1C1CCCN1C(=O)c1cc(COc2ccc(F)cc2Cl)on1 (configuration not stated) | 1 | -2 | -1 | -2
30 | O=[N+]([O-])c1ccc(Nc2ccc(N3CCOCC3)cc2)c([N+](=O)[O-])c1 | -2 | 0 | -8 | 0

nr | DENV2 CPE | F508del corr | SIRT5 inh
16 | 4 | 1.4 | -1
17 | 2 | 1.5 | -1
18 | 8 | 0.5 | 14
19 | 3 | -3.7 | 0
20 | 10 | -1.0 | nt
21 | 9 | -0.5 | 2
22 | 50* | nt | 0
23 | 2 | -0.2 | 0
24 | 1 | 1.5 | -1
25 | 97* | 1.5 | -1
26 | -3 | 1.9 | nt
27 | -1 | 2.4 | 1
28 | -5 | 0.4 | -5
29 | nt | 1.2 | -6
30 | 2 | -1.6 | 7

Next part, starting with the last 2 of the part before.
nr | molecule | CASP6 VEID inh | miR-122 sensor | ERAP1 HTS inh | ERp5 inh
29 | Cc1nonc1C1CCCN1C(=O)c1cc(COc2ccc(F)cc2Cl)on1 (configuration not stated) | 1 | -2 | -1 | -2
30 | O=[N+]([O-])c1ccc(Nc2ccc(N3CCOCC3)cc2)c([N+](=O)[O-])c1 | -2 | 0 | -8 | 0
31 | CCOc1cc(OCC)cc(C(=O)NCCCN2CCOCC2)c1 | -1 | 1 | 0 | 1
32 | CO[C@H]1CN(C)C(=O)c2cc(NC(=O)Nc3c(C)noc3C)ccc2OC[C@@H](C)N(CC2CC2)C[C@H]1C | 0 | nt | 1 | -1
33 | CNC[C@@H]1Oc2c(NS(=O)(=O)c3c(C)noc3C)cccc2C(=O)N([C@H](C)CO)C[C@H]1C | 3 | nt | -2 | -5
34 | CN(C)CCCOc1ccc(-c2ccc3nncn3c2)cn1 | -9 | -1 | 1 | 7
35 | CCOc1ccc(NC(=O)CCN2C(=O)c3ccccc3C2=O)cc1 | -1 | 0 | 1 | -14
36 | CC1CCCN(c2ccc(C(=O)NCc3ccco3)cc2[N+](=O)[O-])C1 (configuration not stated) | 4 | nt | 3 | -2
37 | CSc1ncnc2c1ncn2CCCN1CCN(Cc2c(C)cc(C)cc2C)CC1 | -3 | -6 | 2 | -5
38 | O=C(NCCCNc1ccc(C(F)(F)F)cc1[N+](=O)[O-])c1ccc(F)cc1 | 2 | nt | -1 | -5
39 | Cc1ccc(S(=O)(=O)N[C@H]2CC[C@@H](CCNC(=O)C3CCOCC3)O[C@H]2CO)cc1 | -3 | nt | 6 | 0
40 | COc1ccc(/C=N/Nc2ccccn2)cc1O | 2 | -9 | 1 | 11
41 | CC(C)Cn1c(N)c(C(=O)COC(=O)c2ccccc2Cl)c(=O)n(C)c1=O | 1 | nt | 6 | -1
42 | O=C(NC(=O)N1CCN(c2ccc([N+](=O)[O-])cn2)CC1)c1ccccc1F | -1 | -5 | nt | -2
43 | O=C(Nc1csc(Cc2c(Cl)cccc2Cl)n1)NN1CCOCC1 | 4 | -5 | -1 | -3
44 | O=C(O)c1cc(O)c2c(c1)C(=O)c1cccc(O)c1C2=O | 40* | -7 | 6 | 3
45 | CCOc1ccc(OCCC(=O)OCC(=O)N(CC)c2c(N)n(Cc3ccccc3)c(=O)[nH]c2=O)cc1 | 7 | 0 | 2 | -1

nr | DENV2 CPE | F508del corr | SIRT5 inh
29 | nt | 1.2 | -6
30 | 2 | -1.6 | 7
31 | 9 | -1.8 | -3
32 | 0 | 0.4 | -2
33 | -3 | -1.8 | 2
34 | -4 | 1.3 | nt
35 | 12 | 0.4 | -2
36 | 4 | nt | -4
37 | 1 | 2.4 | -5
38 | 5 | nt | 2
39 | 22* | -0.9 | -1
40 | 4 | -0.6 | 7
41 | 0 | 0.7 | -2
42 | -4 | 1.3 | nt
43 | -1 | 3.4 | -2
44 | 79* | 1.0 | 18*
45 | -4 | 3.1 | -4

Reprinted from the part before: two entries, then new ones.
nr | molecule | CASP6 VEID inh | miR-122 sensor | ERAP1 HTS inh | ERp5 inh
44 | O=C(O)c1cc(O)c2c(c1)C(=O)c1cccc(O)c1C2=O | 40* | -7 | 6 | 3
45 | CCOc1ccc(OCCC(=O)OCC(=O)N(CC)c2c(N)n(Cc3ccccc3)c(=O)[nH]c2=O)cc1 | 7 | 0 | 2 | -1
46 | COc1ccc(C(=O)OCC(=O)N2CC(=O)Nc3ccccc32)cc1Br | 3 | nt | 2 | -2
47 | C[C@@H]1CN([C@H](C)CO)C(=O)c2cc(/C=C/c3ccccc3)cnc2O[C@@H]1CN(C)C(=O)C1CCC1 | 1 | -6[16.7 µM] | 1 | 7
48 | CSc1cc(-c2ccco2)oc1C(=O)c1ccco1 | 10 | -9 | 3 | -3
49 | Cc1ccc([N+](=O)[O-])cc1S(=O)(=O)N1CCN(C)CC1 | -1 | 4 | -4 | 3
50 | Cc1cc(C(=O)Nc2cccc3c2O[C@H](CN(C)C(=O)Nc2ccccc2)[C@@H](C)CN([C@H](C)CO)C3=O)n(C)n1 | 2 | 12[16.7 µM] | -1 | -1
51 | Cc1cc(C)c(NC(=O)CN2CCN(C)CC2)c(C)c1 | 1 | -8 | nt | -2
52 | CCCN(C)C[C@H]1OCCCC[C@@H](C)Oc2ccc(NC(=O)CCC(F)(F)F)cc2C(=O)N([C@@H](C)CO)C[C@H]1C | 1 | -13[16.7 µM] | -2 | 2
53 | CN(C)C(=O)C[C@@H]1CC[C@H]2[C@@H](COC[C@H](O)CN2S(=O)(=O)c2ccccc2)O1 | -2 | 0[16.7 µM] | -1 | -1
54 | CN(C)C(CNS(=O)(=O)c1ccc(F)cc1)c1cccnc1 (configuration not stated) | 1 | 2 | 1 | -2
55 | Cc1ccc(S(=O)(=O)N2CCC(C(=O)OCc3ccccc3)CC2)cc1C | 2 | 0 | 3 | -4
56 | O=C(NCCc1csc(-c2cccnc2)n1)c1ccc(Cl)cc1 | 2 | -2 | 1 | -4
57 | Cc1ccc(CSCC(=O)Nc2ccc3c(c2)OCO3)cc1 | 5 | 31 | 4 | 1

nr | DENV2 CPE | F508del corr | SIRT5 inh
44 | 79* | 1.0 | 18*
45 | -4 | 3.1 | -4
46 | -9 | 1.9 | -2
47 | 1 | -2.3 | -16
48 | 9 | 2.2 | -7
49 | -3 | 1.4 | -3
50 | ? | -4.6 | 0
51 | -2 | -1.2 | nt
52 | -6 | 2.6 | -1
53 | 0 | 1.4 | 0
54 | 6 | 3.3 | -3
55 | -1 | -2.3 | -4
56 | -8 | 2.1 | -1
57 | nt | nt | -2

Source: PubChem
